From PubChem BioAssay
ERG-DNA inh: qHTS for Small Molecule Inhibitors of the ERG Ets/DNA interaction. Transcriptional regulator ERG (Homo sapiens), P11308. fluorescence polarization, His-ERG Ets domain / labelled DNA. Potency, µM (doses to about 76.9 µM), for inactives: at the top dose FP activity, negative = inhibition, hits mostly inhibitors. actives 0.028% (n = 370,000). AID 624246, 2012; active = well fitted inhibition curve with a large enough effect in the polarisation, with a control signal flat; inconclusive = small, poorly fitted or top-dose-only effect, or effect the other way, or a change in a side signal; inactive = no such curve, though single readings can be large or run the other way; the % refers to the polarisation;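 also: polarization taken with two DNA probes labelled with fluorescein and Texas red; potency is read from the fitted curve at half-maximal effect; % of control where 0% means no effect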
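His-tagged ERG Ets domain (1 uM in the protein solution; 300mM KCl, 50mM Tris-HCl, 1mM EDTA, 1mM DTT, pH 7.5) received compound, then a probe mix of 5 nM fluorescein-DNA and 100nM Texas-615-DNA. Fluorescence polarization was read for both dyes.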
RGS4 inh: Inhibitors of Regulator of G Protein Signaling (RGS) 4: qHTS; Regulator of G-protein signaling 4 (Homo sapiens), P49798; Transcreener GDP fluorescence polarization, RGS4-accelerated GTP hydrolysis; Potency, µM (titrated, usually from 114 µM), inactives show at the highest dose activity change, negative = inhibition, hits mostly inhibitors; actives 0.039% (n = 390,000); AID 504845, 2011; also: potency is read from the fitted curve at half-maximal effect; % is scaled to controls: 0 for no effect and ±100 for the full control effect; nearly all actives have a fitted effect of over 75% in size; some results filed as inactive show a strong effect at the top dose
Target sequence (P49798 whole entry, looked up): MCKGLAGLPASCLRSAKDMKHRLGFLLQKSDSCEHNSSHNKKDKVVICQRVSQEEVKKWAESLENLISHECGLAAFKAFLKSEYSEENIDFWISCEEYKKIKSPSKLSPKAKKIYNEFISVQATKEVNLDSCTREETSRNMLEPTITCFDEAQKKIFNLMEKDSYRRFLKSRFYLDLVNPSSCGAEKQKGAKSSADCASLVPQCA
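MLSMR compounds (23 nl, pin-transferred) preincubated 10 min at room temperature with a 500nM (2x) first reagent, then RGS4 at 900nM (2x) plus Transcreener GDP mix added; fluorescence polarization (620/688 nm) read before and after 90 min at 30 °C.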
BAZ2B block: qHTS Assay for Inhibitors of BAZ2B | Bromodomain adjacent to zinc finger domain protein 2B (Homo sapiens), Q9UIF8 | Potency, µM (highest dose often 114 µM), for the others: at the highest dose activity change, negative = inhibition, most hits filed as inhibitors | actives 4.4% (n = 360,000) | AlphaScreen BAZ2B-H3K14Ac peptide displacement; also: potency is read from the fitted curve at half-maximal effect; % is scaled to controls: 0 for no effect and ±100 for the full control effect; nearly all actives have a fitted effect of over 60% in size
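AlphaScreen luminescence quantifies BAZ2B engagement of H3K14Ac peptide; the protein and biotinylated peptide are both at 50 nM final, buffer PBS pH 7.4 with 0.01% Tween-20, all steps at room temperature.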
GLS inh: qHTS for Inhibitors of Glutaminase (GLS); Glutaminase kidney isoform, mitochondrial (Homo sapiens), O94925; GLS enzymatic activity, qHTS titration; Potency, µM (series often up to 45.5 µM), inactives show at the top dose activity change, negative = inhibition, hits mostly inhibitors; actives 0.21% (n = 410,000); also: potency is read from the fitted curve at half-maximal effect; % is scaled to controls: 0 for no effect and ±100 for the full control effect
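Two-point fluorescence kinetic (t0, 30 min RT) for hKGA; glutamate detected via glutamate oxidase–HRP–Amplex Red. Substrate: 1 mM L-glutamine solution; buffer 45 mM KH2PO4, pH 8.2.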
JMJD2A Tudor: qHTS Assay for Inhibitors of JMJD2A-Tudor Domain. Lysine-specific demethylase 4A (Homo sapiens), O75164. AlphaScreen JMJD2A-Tudor / H3K4me3 peptide binding. Potency, µM (titrated, usually from 114 µM), inactives show at the highest dose activity change, negative = inhibition, most hits filed as inhibitors. actives 4.4% (n = 390,000); also: potency is read from the fitted curve at half-maximal effect; % is scaled to controls: 0 for no effect and ±100 for the full control effect; nearly all actives have a fitted effect of over 50% in size
HP1b chromo inh: HTS for Inhibitors of HP1-beta Chromodomain Interactions with Methylated Histone Tails; Chromobox protein homolog 1 (Homo sapiens), P83916; AlphaScreen HP1-beta / biotin-H3K9me3 peptide binding; Potency, µM (titrated, usually from 114 µM), without a hit: at the top dose activity change, negative = inhibition, actives largely listed as inhibitors; actives 0.56% (n = 390,000); also: potency is read from the fitted curve at half-maximal effect; nearly all actives have a fitted effect of over 70% in size; inactives centre near 23
Target sequence (P83916 whole entry, looked up): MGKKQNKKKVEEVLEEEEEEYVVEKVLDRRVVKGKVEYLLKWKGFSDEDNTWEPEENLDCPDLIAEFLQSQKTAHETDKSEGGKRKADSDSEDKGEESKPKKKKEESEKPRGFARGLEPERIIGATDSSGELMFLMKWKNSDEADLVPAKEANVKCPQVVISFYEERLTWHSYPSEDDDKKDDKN
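Compound inhibition of the preformed complex between 50 nM HP1-beta and 50 nM biotinylated H3K9me3 peptide was read by AlphaScreen. Buffer was PBS pH 7.4 with 0.01% Tween-20. Incubations ran 30 min at room temperature, with 10 ug/mL donor/acceptor beads.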
12-LOX inh: Primary qHTS assay for inhibitors of human arachidonate 12S-lipoxygenase (ALOX12): Round 2. purified 12hLO, xylenol orange hydroperoxide absorbance. AID 1671190, 2021. Potency, µM (highest dose often 108 µM), without a hit: at the top dose activity change, negative = inhibition, most hits filed as inhibitors. actives 1.1% (n = 580,000); also: potency is read from the fitted curve at half-maximal effect; % is scaled to controls: 0 for no effect and ±100 for the full control effect
Target sequence (P18054 whole entry, looked up): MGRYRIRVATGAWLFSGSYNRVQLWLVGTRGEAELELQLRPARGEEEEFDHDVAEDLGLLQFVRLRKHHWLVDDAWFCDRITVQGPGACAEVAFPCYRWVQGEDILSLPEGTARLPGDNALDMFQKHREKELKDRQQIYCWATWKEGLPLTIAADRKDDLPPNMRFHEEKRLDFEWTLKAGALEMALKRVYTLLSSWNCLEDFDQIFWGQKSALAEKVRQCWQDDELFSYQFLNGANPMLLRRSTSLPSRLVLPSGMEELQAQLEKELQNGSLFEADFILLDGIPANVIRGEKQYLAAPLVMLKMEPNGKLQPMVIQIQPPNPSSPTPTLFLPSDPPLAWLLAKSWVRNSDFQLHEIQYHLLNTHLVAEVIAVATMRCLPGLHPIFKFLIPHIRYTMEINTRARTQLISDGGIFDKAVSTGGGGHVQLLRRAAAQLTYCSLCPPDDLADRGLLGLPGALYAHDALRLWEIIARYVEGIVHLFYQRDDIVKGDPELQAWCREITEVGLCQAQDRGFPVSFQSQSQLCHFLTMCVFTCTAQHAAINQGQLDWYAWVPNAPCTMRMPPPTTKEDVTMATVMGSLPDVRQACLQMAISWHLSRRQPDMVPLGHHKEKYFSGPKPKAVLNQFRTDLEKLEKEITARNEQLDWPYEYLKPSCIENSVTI
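Hydroperoxide product was detected by ferrous iron/xylenol orange as the 573 to 405 nm absorbance ratio. Arachidonic acid at 40 uM (final) was turned over for 30 min at room temperature by 150 nM human 12hLO, pH 7.0 Hepes buffer, after 15 min compound preincubation.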
PI4K2A inh: qHTS for small molecular inhibitors of PI4K2A | actives 0.13% (n = 420,000) | activity change, negative = inhibition, % at 76.9 µM | purified PI4K2A, ADP-Glo luminescence, 1 h; stronger effect = lower value | AID 1346378, 2018; in the data active = activity change below about -50%; inconclusive = mostly about -30% to -49%;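 also: -100% = wells without enzyme as full effect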
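In this quantitative HTS, ADP production by PI4K2A was quantified luminescently after 1 h at ambient temperature; 100 microM adenosine served as plate-quality control.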
G9a block: qHTS Assay for Inhibitors of Histone Lysine Methyltransferase G9a. G9a H3K9 monomethylation, AlphaScreen, 2 h. Potency, µM (highest dose often 102 µM), for inactives: at the highest dose activity, negative = inhibition, most hits filed as inhibitors. actives 8.8% (n = 350,000); also: potency is read from the fitted curve at half-maximal effect; % is scaled to controls: 0 for no effect and ±100 for the full control effect; nearly all actives have a fitted effect of over 75% in size
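G9a (20 nM) preincubated 15 min RT with compounds, then 500 nM biotinylated H3K9 peptide and 20 uM SAM added; 2 h RT reaction. Monomethyl-H3K9 product detected by AlphaScreen with anti-H3K9me1 antibody, streptavidin donor and anti-rabbit IgG acceptor beads.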
Numbers without * were called inactive; i = inactive; ? = inconclusive; / = not tested or not shown; & = joins results of further samples; [ ] = dose if it differs, or a comment. Unless noted, calls follow the shape of the dose curve; as a rule, active = well fitted curve in the direction sought with a large enough effect; inconclusive = small, poorly fitted or top-dose-only effect, or another doubt; inactive = no such curve, though single readings can be large; an effect the other way counts as inactive or inconclusive. Some of the compounds tested. The share of hits here may be higher or lower than overall.

no.	Structure	ERG-DNA inh	RGS4 inh	BAZ2B block	GLS inh	JMJD2A Tudor	HP1b chromo inh	12-LOX inh	PI4K2A inh	G9a block
1	O=C(C1CCCN(S(=O)(=O)c2cc(Cl)ccc2Cl)C1)N1CCOCC1 (configuration not stated)	10%	17%	-12%	1%	-15%	34%	0%	1	2%
2	COCCOC(=O)C1=C(C)NC2=C(C(=O)CC(C)(C)C2)C1c1cccnc1 (configuration not stated)	6%	-18%	6%	8%	-9%	28%	0%	3	-28%
3	NC(=O)C1(NC2CCCCC2)CCN(Cc2ccccc2)CC1	15%	13%	/	1%	-1%	-9%	-1%	-9	/
4	CNC(=O)NC(=O)C(OC(=O)CCNS(=O)(=O)c1ccccc1)c1ccccc1 (configuration not stated)	9%	-24%	-13%	1%	-8%	1%	i	-7	-10%[12.7 µM]
5	CCOC(=O)N1CCN(C(=O)C2CCN(S(=O)(=O)c3ccc(OCC)cc3)CC2)CC1	-8%	-3%	-3%	0%	6%	30%	i	5	/
6	Cc1ccc(NC(=O)Cn2c(SCc3cccc(F)c3)nc3ccncc32)c(C)c1	2%	-26%	-4%	-8%	-8%	33%	-34%	0	2%[59 µM]
7	CCOC(=O)C1(Cc2ccccc2)CCN(Cc2cnn(-c3ccccc3)c2)CC1	-5%[15.4 µM]	-12%	-20%	-9%	-17%	26%	-6%	5	/
8	O=C(NCC1CCCO1)c1cccc(NS(=O)(=O)c2ccccc2)c1 (configuration not stated)	-10%	-7%	-1%	-2%	-3%	28%	-16%	3	8%[0.501 µM]
9	CC1CCCCN1CCCNC(=O)C1CCCN(c2ncnc3c2nc2n3CCCCC2)C1 (configuration not stated)	6%	11%	-12%	-1%	-6%	19%	-15%	-1	/
10	CCCCN=C1NN=C(c2ccc3c(c2)OCCO3)CS1	-9%	-16%	/	0%	-35%	18%	?	-1	45µM*
11	O=C(CSc1ccccn1)Nc1nncs1	4%	32%	8%	-2%	?	-2%	-10%	-5	-15%[59 µM]
12	CCN(C(=O)COC(=O)c1ccc2c(c1)OCO2)c1ccc(F)cc1	-4%	-2%	/	1%	-13%	16%	-5%	-2	/
13	CCOC(=O)C1CCN(c2nc3ccccc3nc2Cl)CC1	5%	-7%	355%[activator]	-11%	199%[activator]	294%[activator]	0%	6	128%[activator][59 µM]
14	CCC(=O)c1ccc(OCc2ccc(C(=O)OC)cc2)cc1	-4%	1%	-10%	3%	-2%	40%[activator]	-5%	-2	24%
15	COc1ccccc1NC(=O)c1ccc2c(=O)n3c(nc2c1)CCC3	1%	11%	14%	1%	-14%	10%	11%	3	-13%[0.501 µM]

Excerpt: entries 13–15
no.	Structure	ERG-DNA inh	RGS4 inh	BAZ2B block	GLS inh	JMJD2A Tudor	HP1b chromo inh	12-LOX inh	PI4K2A inh	G9a block
13	CCOC(=O)C1CCN(c2nc3ccccc3nc2Cl)CC1	5%	-7%	355%[activator]	-11%	199%[activator]	294%[activator]	0%	6	128%[activator][59 µM]
14	CCC(=O)c1ccc(OCc2ccc(C(=O)OC)cc2)cc1	-4%	1%	-10%	3%	-2%	40%[activator]	-5%	-2	24%
15	COc1ccccc1NC(=O)c1ccc2c(=O)n3c(nc2c1)CCC3	1%	11%	14%	1%	-14%	10%	11%	3	-13%[0.501 µM]

Later entries
no.	Structure	ERG-DNA inh	RGS4 inh	BAZ2B block	GLS inh	JMJD2A Tudor	HP1b chromo inh	12-LOX inh	PI4K2A inh	G9a block
16	CSc1ccc(NC(=O)/C=C/C(=O)O)cc1	-1%	-32%	-19%	1%	-6%	37%	0%	2	?
17	CCOC(=O)c1sc(NC(=O)c2cccnc2)c(C#N)c1C	-3%	7%	-8%	1%	-9%	27%	150%[activator]	-3	11µM*
18	COC(=O)C(Cc1c[nH]c2ccccc12)NC(C)=O (configuration not stated)	-2%	5%	-1%	6%	-2%	35%	52%[activator]	1	23%[59 µM]
19	OC1(c2ccccc2F)CCN(Cc2nnnn2CCc2ccccc2)CC1	/	5%	4%	-7%	-2%	19%	-16%	0	-10%
20	Cc1ccc(Cl)cc1N1CCN(C(=O)CCc2nnc3n(C)c(=O)c4ccccc4n23)CC1	0%	12%	-4%	-10%	-7%	21%	-20%	0	-35%[59 µM]
21	CN(C)S(=O)(=O)c1cccc(NC(=O)c2ccc(NS(=O)(=O)c3cccs3)cc2)c1	/	-48%	/	-5%	-15%	24%	i	-5	/
22	COC(=O)c1sc(N)c(C(=O)OC)c1COC(=O)C12CC3CC(CC(O)(C3)C1)C2	-3%	1%	-3%	-2%	-14%	20%	-5%	3	22%
23	O=C(Nc1cccc(OC(=O)c2ccc(Br)o2)c1)c1ccccc1	1%	17%	-8%	13%	-9%	21%	-19%	-1	/
24	O=C(Cc1ccc(Cl)cc1)Nc1cccnc1	4%	4%	-23%	1%	5%	73%[activator]	?	-5	6%
25	Cc1ccc(-c2cc(C(=O)N/N=C/C=C/c3ccccc3)n[nH]2)o1	-1%	?	-6%	11%	2%	38%	2%	0	-4%[59 µM]
26	Cc1ccc(NC(=O)c2cccc(S(=O)(=O)N3CCCC3)c2)nc1	-3%	-26%	-18%	-17%	-6%	21%	?	-1	-4%
27	COC(=O)c1ccc(CN2C(=O)NC3(CCCCC3)C2=O)cc1	4%	12%	10%	16%	-10%	26%	0%	6	8%
28	CCOC(=O)c1[nH]c2ccc(OC)cc2c1NC(=O)OC	2%	7%	0%	30%	-9%	30%	4%	0	9%[59 µM]
29	COc1ccc2nc(SCC(=O)Nc3ccc4sc(C)nc4c3)c(C#N)cc2c1	4%	-12%	-2%	-3%	-19%	36%	?	0	-4%[59 µM]
30	O=C(CN(C(=O)c1csnn1)c1cccc(C(F)(F)F)c1)NCCc1ccccc1	-2%	-10%	-17%	-9%	8%	60%[activator]	-1%	-1	-2%
31	Cn1c(=O)c2c(-c3ccc(Br)cc3)n(CCc3ccccc3)cc2n(C)c1=O	0%	3%	?	-9%	?	3%	?	1	?
32	CCOc1ccc(C2CC(=O)N(Nc3ccc([N+](=O)[O-])cc3[N+](=O)[O-])C2=O)cc1 (configuration not stated)	-4%	-32%	-28%	-12%	-25%	-2%	0%	-1	2%
33	COc1ccc(C(=O)Nc2c3c(nn2-c2ccc(Cl)cc2)CS(=O)(=O)C3)cc1	-5%	22%	4%	8%	-13%	42%[activator]	12%	2	-15%
34	COc1ccc(NC(=S)Nc2cccc3ccccc23)cc1OC	-8%	-35%	?	-10%	?	-22%	?	-2	/
35	CC(Sc1ccccn1)C(=O)Nc1ccccc1 (configuration not stated)	-2%	19%	-1%	-2%	-1%	13%	-17%	-7	?
36	COc1cccc(N2CCN(C(=O)CC(NC(=O)c3ccccc3)c3ccccc3)CC2)c1 (configuration not stated)	0%	-3%	-12%	1%	?	-7%	-12%	3	26%[2.33 µM]
37	Cc1c(C(=O)OCC(=O)NCc2ccco2)oc2ccccc12	-4%	23%	5%	7%	0%	37%	0%	-7	-6%[59 µM]
38	Cc1ccccc1N(C(=O)Cc1cccs1)C(C(=O)NCC1CCCO1)c1cccnc1 (configuration not stated)	-1%	5%	-2%[57.1 µM]	0%	-6%	13%	-20%	3	15%[59 µM]
39	CCn1c(=N)n(CC(=O)C(C)(C)C)c2ccccc21	11%	-1%	?	-1%	-21%	2%	3%	-5	8%[12.7 µM]
40	Cc1ccc(CCNC(=O)C2CCC(=O)N2CCc2ccccc2)cc1 (configuration not stated)	0%	-5%[56.9 µM]	-13%	-1%	-24%	38%	-4%	-3	19%
41	COc1cc(Cl)c(CN2CCCC(CO)(Cc3ccccc3F)C2)cc1OC (configuration not stated)	2%	11%	-16%	7%	-18%	31%	?	-12	7%
42	C[C@H]1CCC[C@@]2(O[C@H](CCO)C[C@H](O)[C@H]2O)O1	1%	10%	/	-5%	-3%	27%	-6%	0	/
43	Cc1cc(C)c(S(=O)(=O)N/N=C/c2ccc3c(c2)OCO3)c(C)c1	-7%	-17%	-29%	-5%	-17%	43%[activator]	166%[activator]	2	-13%
44	N#CC1=C2N=C(N)c3ccccc3N2C2=C(C(=O)CCC2)C1c1cccc(Cl)c1 (configuration not stated)	15%	-1%	?	2%	?	22%	474%[activator]	6	?
45	O=C(CSc1nncc2ccccc12)N1CCCCC1	10%	4%	-2%	-3%	-2%	28%	-11%	4	9%
46	COc1ccc(C(=O)C2CCCN(Cc3cn[nH]c3-c3ccc(F)cc3)C2)cc1OC (configuration not stated)	-13%	-10%	-13%	2%	-8%	-1%	-12%	2	-4%
47	CN(C)c1nc(N)nc(CSc2nnnn2-c2ccc(C(=O)O)cc2)n1	-3%	-3%	?	4%	-14%	33%	-5%	4	-31%[2.33 µM]
48	CCCN1CCC(=O)N(CCSc2ccc(OC)cc2)CC1	3%	-3%&-11%	2%	-4%	-14%&-13%	7%&48%	?	-3	11%[12.7 µM]
